Assay outcomes deposited in PubChem BioAssay by several laboratories.
Hep lipid drop: modulators of hepatic lipid droplet formation; hit rate 0.4% among 240,000; AML12 mouse hepatocytes, oleate lipid droplets, BODIPY imaging; inhibition, % at 6.5 µM;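 active = lipid droplet intensity inhibited by at least 50%, with more than 500 cells counted; inconclusive = wells with under 300 cells, treated as cytotoxic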
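material = mouse AML12 hepatocyte cell line, fixed after treatment | also added = 100 µM oleic acid challenge | doses = compound at 6.5 µM only | schedule = overnight exposure | technique = Image-based BODIPY and DAPI two-channel analysis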
Yfh1-depleted yeast: enhancers of respiration in Yfh1-depleted yeast, dose response, Friedreich's ataxia, plus single-dose screen (AID 1465); S. cerevisiae Yfh1-off respiration, WST-1 reduction, 72 h; higher fold induction means a stronger effect; one-dose fold induction at 50 µM; EC50 in µM for titrated hits; hit rate 0.074% among 220,000;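 active = fold induction of absorbance versus untreated yeast above a set limit, then at least 30% activation at any dose in follow-up; inconclusive = repeats straddling the limit, or above it without dose testing; inactive = fold induction below the set limit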;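 note: activators that raise dye reduction in frataxin-depleted yeast; strong numbers were not always called active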
M17LAP inhibition: P. falciparum M17LAP inhibitors, primary screen, biochemical, fluorogenic H-Leu-NHMec substrate, 1536-well (AID 1619); recombinant M17LAP, H-Leu-NHMec fluorogenic kinetic assay; higher % means a stronger effect; inhibition, % at 30 µM, or IC50 in µM where a hit was titrated; hit rate 0.38% among 220,000;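 active = compound inhibiting the enzyme by more than half at any dose during confirmatory dose-response retesting; inconclusive = strong single-dose inhibitors picked by rank but not retested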;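 note: plate controls were full reaction with DMSO carrier for no effect and no enzyme background for full effect; strong numbers were not always called active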
ER stress rescue: protection against thapsigargin-triggered cell killing – 384-well, CSM14.1, ATP luminescence, primary screen (AID 1222); CSM14.1 thapsigargin-induced death rescue, ATP luminescence; higher % means a stronger effect; cellular ATP content (survival), % at 20 µM; hits with a dose series show EC50 in µM; 190,000 tested, under 10 active;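 active = EC50 below 50 µM in the dose-response confirmation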;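 note: death triggered by thapsigargin at about 15 µM added after 2 h compound pretreatment; cell ATP read after overnight thapsigargin exposure of roughly 18 to 22 hours; normalized against plate controls of thapsigargin alone and 5% DMSO vehicle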
Insulin prom up: MIN6 insulin promoter up-regulation; MIN6 insulin promoter-GFP reporter, high-content imaging; active compounds read high; hit rate 0.3% among 190,000; z-score at 5 µM;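 active = z-score above 3 at 5 µM with at least 500 cells counted in the well; inconclusive = wells under 500 cells, flagged as cytotoxic or low count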
Dynein cargo inh: dynein cargo transport inhibition. 3617.4 mouse cells, GR-EGFP nuclear translocation imaging; test concentration mostly 20 µM; stimulated with dexamethasone, 1 µM; active compounds read low. z-score, hits read low. hit rate 0.47% among 220,000;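 active = plate z-score of nuclear minus cytoplasmic receptor signal below a set negative limit, without overly bright fluorescence or cell loss, cut at about -3.5 in these data, passing the limit was not always enough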;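 note: z-score of nuclear minus cytoplasmic ring GR-EGFP intensity difference per well; some compounds called inactive have numbers as strong as hits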
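Buffer or medium: tet-free medium with charcoal-stripped serum / Also added: dexamethasone agonist, 1.0 µM final, for 30 min / Timing: induction 48 h, compound 1 h, agonist 30 min / Measured by: high-content fluorescence imaging after fixation / Read-out: nuclear-to-cytoplasmic GR-EGFP distribution per well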
Autophagy mod: alters autophagy in cells. MEF GFP-LC3 puncta imaging; test concentration mostly 10 µM. calls only at 10 µM (by protocol). hit rate 0.98% among 190,000;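 active = percentage of spot-positive cells more than 3 SD above its plate mean, without a fluorescence outlier flag or 80% toxicity; inconclusive = no clear call, values can overlap the other calls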;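 note: spot-positive cell cutoff set from DMSO-treated cells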
MT stabilize HCS: microtubule stabilizers in HeLa cells | HeLa tubulin immunostaining HCS, 24 h; share of cells brighter than vehicle mean+2SD | % tubulin-high responders, % at 10 µM | hit rate 0.83% among 200,000;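 active = plate Z-score above 3 for both tubulin-high and condensed-nucleus cell shares, with cell loss under 80%, at 10 µM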;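 note: anti alpha tubulin signal scored within the nucleus-defined area of each cell; some results filed as inactive read as strong as hits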
M1AAP inhibition: P. falciparum M1AAP inhibitors, biochemical, fluorogenic H-Leu-NHMec substrate, 1536-well (AID 1445). recombinant M1AAP, H-Leu-NHMec fluorogenic kinetic assay; higher % means a stronger effect. one-dose inhibition, % at 30 µM; IC50 in µM for titrated hits. hit rate 0.42% among 220,000;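 active = primary inhibition above the hit cutoff, then over 50% inhibition at one or more dose response concentrations, cut at about 23% in these data, passing the limit was not always enough; inconclusive = conflicting primary data, or primary hits not chosen for dose response; inactive = low primary inhibition, or under 50% at every dose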;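 note: plate controls were DMSO full reaction for no effect and no enzyme background for full effect; strong numbers were not always called active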
Dynein cargo inh cytoplasmic EGFP: further read-out of Dynein cargo inh, marked with its call; z-score; measured here: cytoplasmic GR-EGFP intensity; active compounds read high
Dynein cargo inh nuclear GR-EGFP: further read-out of Dynein cargo inh, marked with its call; z-score; measured here: nuclear GR-EGFP intensity;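 lower value marks the stronger effect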
Dynein cargo inh cell count: recorded beside Dynein cargo inh, whose call it bears; z-score; measured here: cell count per field
Insulin prom up cell count: recorded beside Insulin prom up, whose call it bears; cell count; measured here: cytotoxicity, nuclei count;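 total cells summed across four imaged fields per well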
Hep lipid drop cells 6.5 µM: recorded beside Hep lipid drop, whose call it bears; cell count; measured here: cell count, cytotoxicity flag;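 cells counted across two imaged fields per well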
MT stabilize HCS Hoechst-high %: second read-out of MT stabilize HCS, no call of its own (marks repeat the call); % Hoechst-high responders; measured here: nuclear condensation Hoechst responders;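 share of cells brighter than vehicle mean plus two SD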
MT stabilize HCS cytotoxicity %: second read-out of MT stabilize HCS, no call of its own (marks repeat the call); toxicity, %; measured here: cytotoxicity by cell density;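 0% = mean cell density of plate MIN control wells and 100% = no cells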
Autophagy mod cell loss 18 h: also measured in Autophagy mod; calls as there; toxicity, %; measured here: cell loss, nuclei count;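 cell loss after 18 h compound exposure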
* hit, by the source's call; i = inactive; ? = inconclusive; / = not tested or not shown.

SMILES | Hep lipid drop | Hep lipid drop cells 6.5 µM | Yfh1-depleted yeast | M17LAP inhibition | ER stress rescue | Insulin prom up | Insulin prom up cell count | Dynein cargo inh | Dynein cargo inh cytoplasmic EGFP | Dynein cargo inh nuclear GR-EGFP | Dynein cargo inh cell count | Autophagy mod | Autophagy mod cell loss 18 h | MT stabilize HCS | MT stabilize HCS Hoechst-high % | MT stabilize HCS cytotoxicity % | M1AAP inhibition
CC(C)Oc1ccc(CNC2CCOC(C)(C)C2)cc1 (centres undefined) | 3.2 | 752 | i | -0.8% | -3.0% | -0.07 | 1103 | -0.552 | -0.136 | -0.0954 | 0.692 | i | 11.3 | 1.8 | 2.4 | 11.6 | 4.2%
COc1cc(NC(=O)CN2CCC(Cc3ccccc3)CC2)c(C)cc1[N+](=O)[O-] | -16.2 | 586 | i | 12.7% | 2.5% | -0.13 | 1036 | 0.144 | -0.237 | 0.232 | -0.757 | i | -16.7 | 2.0 | 3.7 | 7.6 | 10.6%
CCOC(=O)c1sc(NC(=O)CSc2nc3ccccc3o2)c(C(=O)OCC)c1C | -8.9 | 692 | i | 2.8% | -1.2% | -1.31 | 1243 | 0.391 | -0.123 | 0.389 | 0.00792 | i | 9.0 | 1.9 | 3.9 | 9.0 | 2.4%
O=C(CN1C(=O)S/C(=C\c2ccccc2)C1=O)NNC(=O)c1ccccc1O | 8.7 | 674 | i | 9.2% | -3.4% | 0.34 | 1332 | 0.231 | -0.162 | 0.204 | 0.467 | i | -1.5 | 2.9 | 1.5 | 10.6 | 6.4%
COC(=O)c1cc2ccsc2n1CC(=O)N(C)C1CCCCC1 | -1.8 | 743 | / | 7.6% | 3.8% | -0.41 | 976 | -0.485 | -0.00202 | -0.175 | 0.948 | i | -5.3 | 1.3 | 1.0 | 11.1 | 8.6%
CCCC(=O)Nc1cc(C)c(NC(=O)c2cccs2)cn1 | 7.6 | 667 | i | -2.9% | 0.6% | -0.8 | 1472 | -0.356 | -0.326 | -0.163 | 0.0204 | i | 1.0 | 6.8 | 1.6 | 14.4 | 0.9%
O=c1c(Cc2ccc(Cl)cc2)c(O)ccn1Cc1ccncc1 | -17.8 | 406 | i | -2.6% | 0.6% | -0.07 | 1565 | 1.01 | -0.25 | 0.906 | -0.514 | i | -0.3 | 4.5 | 4.1 | 7.6 | 9.5%
Cc1cc(C)n(-c2nc3c(c(=O)[nH]c(=O)n3C)n2C)n1 | / | / | i | 5.8% | 0.9% | 0.76 | 1263 | -0.303 | -0.229 | 0.278 | 1.21 | i | 12.7 | 2.1 | 1.1 | 7.9 | 10.0%
Cn1cc(/C=C2/SC(=O)N(CC(=O)Nc3ccc4c(c3)OCO4)C2=O)c2ccccc21 | / | / | i | -2.3% | 2.5% | / | / | 0.488 | -0.213 | 0.0786 | -0.299 | i | 13.9 | 6.6 | 1.6 | 1.9 | 1.9%
O=C(NC1CCCc2ccccc21)c1ccc(S(=O)(=O)N2CCOCC2)cc1 (centres undefined) | 1.4 | 662 | i | -21.8% | -0.4% | 0.03 | 1222 | 1.33 | 0.307 | 0.774 | -0.921 | i | -17.8 | 4.9 | 2.3 | 0.8 | 12.2%
O=C(CC1SC2=NCCN2C1=O)Nc1ccccc1 (centres undefined) | / | / | i | -10.5% | -1.6% | 1.35 | 879 | -0.699 | -0.159 | -0.0691 | -0.182 | i | 3.1 | 3.5 | 2.0 | 3.2 | 3.2%
O=C(c1ccc(Cl)cc1[N+](=O)[O-])N1CCN(c2ccccn2)CC1 | -0.9 | 703 | i | 10.5% | -0.8% | / | / | -0.264 | -0.218 | -0.358 | 0.465 | i | -5.7 | 2.0 | 1.7 | 9.1 | 6.5%
CCn1c(SCC(=O)Nc2ccc3c(c2)OCCO3)nnc1-c1c[nH]c2ccccc12 | 8.4 | 753 | i | -2.9% | 0.8% | -0.08 | 1416 | 0.0675 | -0.0621 | 0.4 | -1.92 | i | -4.0 | 2.1 | 2.4 | 11.1 | -1.0%
Cc1nn(Cc2ccccc2)c(Cl)c1C(=O)OCc1nnc(-c2ccccc2)o1 | / | / | i | 7.3% | 4.8% | -0.23 | 907 | -0.0893 | -0.223 | 0.0893 | 0.54 | i | -3.6 | 1.7 | 1.6 | 4.1 | -0.3%
COc1ccc(C(NC(=O)/C=C/c2ccco2)c2ccc(OC)c(OC)c2)cc1 (centres undefined) | -2.9 | 684 | i | 5.8% | -2.5% | 1.39 | 1472 | 0.12 | 0.332 | 0.349 | 4.72 | i | 1.1 | 3.1 | 2.0 | 4.5 | 3.1%
O=S(=O)(NCCc1ccccc1)c1cccc2cccnc12 | -16.0 | 713 | i | 8.2% | -2.1% | 0.17 | 1334 | -0.863 | -0.305 | -0.155 | 0.15 | i | -9.5 | 2.5 | 2.6 | 4.7 | -3.2%
COc1cccc(C(C)NC(=O)c2c(F)cccc2Cl)c1 (centres undefined) | -2.3 | 750 | i | -1.6% | -2.4% | 0.42 | 1258 | -0.0599 | -0.245 | 0.038 | 0.476 | i | 2.3 | 2.9 | 1.4 | 5.7 | -0.5%
Cc1noc(NC(=O)c2c(-c3c(Cl)cccc3Cl)noc2C)c1[N+](=O)[O-] | 20.7 | 743 | i | 14.1% | / | -0.15 | 1481 | -0.233 | -0.245 | -0.149 | -0.0326 | / | / | / | / | / | 12.3%
CC(C)CN1CCN(Cc2nc3ccccc3s2)CC1CCO (centres undefined) | -5.0 | 610 | i | 2.2% | -0.5% | 0.07 | 1400 | -0.331 | -0.298 | -0.297 | -0.0786 | i | 1.0 | 1.9 | 2.0 | 7.6 | 1.7%
COc1cc(C(=O)Nc2cc(C(F)(F)F)ccc2Cl)cc(OC)c1OC | / | / | / | 0.3% | -0.3% | -0.26 | 1515 | 0.0896 | -0.177 | 0.763 | 0.627 | i | -0.7 | 2.6 | 1.5 | 7.7 | 1.4%
Cc1ccc(NC(=O)Cn2nnc(C(=O)NCc3ccco3)c2N)cc1 | 3.0 | 820 | i | 11.3% | -0.6% | / | / | -0.867 | 0.0642 | -0.403 | -0.182 | i | -6.5 | 0.6 | 1.6 | 5.1 | 5.2%
CC1(C)OC(C)(C)/C(=C/Nc2ccccc2)C1=O | -5.4 | 691 | i | 40.6% | -2.1% | 0.16 | 1354 | -0.0538 | -0.292 | -0.41 | 1.11 | i | -6.7 | 4.3 | 2.4 | 2.9 | 10.5%
CC(=O)c1cccc(N=c2scc(-c3ccc(S(=O)(=O)N4CCOCC4)cc3)n2CCO)c1 | -33.9 | 626 | i | 19.6% | 0.8% | ? | / | 0.528 | -0.21 | 0.319 | -0.583 | i | 12.0 | 1.5 | 3.7 | 14.6 | 6.2%
Cn1cccc1Cc1nnc(SCC(=O)NCCc2ccccc2)n1-c1ccc(F)cc1 | / | / | i | 4.5% | -0.4% | 0.38 | 865 | -0.34 | -0.0158 | 0.0475 | 0.319 | i | -4.2 | 3.4 | 4.3 | 9.0 | 5.0%
Cc1ccc(NC(=O)COC(=O)CCC(=O)c2ccc(Cl)cc2)cc1S(=O)(=O)N(C)C | -4.1 | 530 | i | -8.4% | -2.5% | -0.49 | 1547 | 0.341 | -0.171 | 0.0308 | 0.395 | i | -10.8 | 5.1 | 2.0 | 4.7 | 13.9%
NS(=O)(=O)c1ccc(NC(=O)COC(=O)C2(c3ccc(F)cc3)CCCC2)cc1 | 0.8 | 638 | i | -4.0% | -3.6% | 1.18 | 1257 | 0.473 | -0.164 | 0.814 | -1.39 | i | 9.4 | 2.9 | 2.2 | 7.6 | -0.1%
O=C(OCc1cccnc1)C1=Cc2ccccc2OC1 | 10.2 | 712 | i | -4.0% | -0.8% | / | / | 0.311 | -0.0524 | 0.405 | -0.0348 | i | 10.4 | 4.4 | 0.8 | 0.8 | 5.4%
O=C1c2nc3cc(-c4ccco4)[nH]n3c(=O)c2CN1C1CCCCC1 | 7.5 | 720 | i | -148.9% | / | / | / | -0.245 | -0.287 | -0.196 | 0.434 | / | / | / | / | / | 13.4%
CC(C)(C)CC(=O)Nc1cccc(-c2cn3cccnc3n2)c1 | -2.1 | 649 | i | -36.4% | -2.3% | -0.77 | 1632 | -0.766 | -0.291 | 0.227 | 0.466 | i | 18.4 | 4.9 | 1.9 | 4.6 | 17.4%
O=C1OCCN1CCNCc1cn(-c2ccc(F)cc2)nc1-c1ccccc1Cl | 15.2 | 720 | i | -0.2% | -1.3% | -0.44 | 1408 | -1.22 | -0.231 | -0.663 | 0.995 | i | -1.6 | 2.0 | 1.4 | 5.8 | -0.8%
Cc1ccccc1Nc1c(-c2cccnc2)nc2ccccn12 | 0.6 | 690 | i | -7.9% | / | -0.9 | 999 | -0.476 | -0.275 | 0.156 | 0.578 | / | / | / | / | / | 4.7%
O=C1CSCN1c1ccc(Cl)c(Cl)c1 | -10.0 | 652 | i | -8.0% | -0.5% | 0.44 | 1398 | -0.511 | -0.337 | -0.152 | 0.901 | i | 22.9 | 3.1 | 1.4 | 7.9 | -1.5%
